Screening data as filed in PubChem BioAssay.
Tcruzi prolif – T. cruzi intracellular proliferation inhibitors, primary screen, cell-based, beta-gal Tulahuen parasites, NIH3T3 host, luminescence; T. cruzi beta-gal in NIH3T3, GalScreen luminescence, 90 h; inhibition, % at 8.34 µM; hit rate 5.9% among 77,000;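 active means mean inhibition above about 93%, with at least 55% of replicates each passing it, limit read from the data, passing the limit was not always enough; inconclusive means only one of those two conditions holds; inactive means neither condition holds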
Pf Dd2 inh – P. falciparum Dd2 growth inhibitors, primary screen, SYBR Green fluorescence, single dose replicates; 72 h; stronger effect = lower value; activity change, % at 10 µM; hit rate 2.3% among 94,000; AID 1159554, 2015; in the data active means activity change below about -80%; inconclusive means no clear call, values can overlap the other calls
C diff HTS – C. difficile growth inhibitors, primary screen, HTS | growth activity, negative = inhibition, % at 16 µg/mL (by protocol) | Clostridium difficile clinical isolate growth, OD600, 24 h; stronger effect = lower value | hit rate 0.25% among 86,000;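 active means mean growth activity at or below -80% and every replicate also at or below -80%; inconclusive means mean at or below -80% but some replicate above -80%; inactive means mean growth activity above -80%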;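 further: 0% = DMSO wells and -100% = levofloxacin 16 µg/mL wells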
KDM4C inh – inhibitors of GASC-1 (KDM4C) histone demethylase, primary screen, biochemical, single concentration HTS; Lysine-specific demethylase 4C (Homo sapiens), Q9H3R0; GST-KDM4C 2-372, H3K9me3 peptide, LANCE TR-FRET; inhibition, % at 12.5 µM; hit rate 0.15% among 96,000; AID 720574, 2013;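 active means mean replicate inhibition above about 25%, with at least 55% of replicates also reaching it, limit read from the data, passing the limit was not always enough; inconclusive means only one of those two conditions met; inactive means neither condition met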
Target sequence (Q9H3R0 2-372 limits assumed): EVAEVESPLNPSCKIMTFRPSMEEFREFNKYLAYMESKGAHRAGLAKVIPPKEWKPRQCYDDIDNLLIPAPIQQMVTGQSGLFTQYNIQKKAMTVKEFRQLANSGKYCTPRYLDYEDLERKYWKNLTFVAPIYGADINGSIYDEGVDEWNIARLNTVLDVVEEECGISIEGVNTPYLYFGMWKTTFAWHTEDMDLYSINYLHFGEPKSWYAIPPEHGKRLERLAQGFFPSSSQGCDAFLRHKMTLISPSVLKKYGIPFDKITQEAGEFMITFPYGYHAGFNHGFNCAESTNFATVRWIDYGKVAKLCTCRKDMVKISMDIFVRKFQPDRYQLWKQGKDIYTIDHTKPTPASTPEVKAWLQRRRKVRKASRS
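System: N-terminal GST-fused human GASC-1 (KDM4C) fragment, residues 2-372; amount: enzyme final amount 10 nM; incubation: reaction 30 min RT, detection step 1 h RT; medium: HEPES buffer, pH 7.5, plus ascorbate; technique: LANCE TR-FRET, Eu antibody, ULight-streptavidin, EDTA, ex 340 nm, em 618/671 nm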
Active calls of the source: *; & = joins results of further samples.

`CN(C)CCCNC(=O)C[C@H]1CC[C@@H]2[C@H](COc3ccc(NC(=O)C4CCC4)cc3C(=O)N2C)O1` gave Tcruzi prolif 2, Pf Dd2 inh -62, C diff HTS 1 and KDM4C inh 3.1.
Screening CCCNC(=O)Nc1ccc2c(c1)OC[C@H](C)N(C(=O)CC)C[C@H](C)[C@H](OC)CN(C)C2=O returned Tcruzi prolif -4, Pf Dd2 inh -5 and KDM4C inh -0.2.
C[C@H](CO)N1C[C@H](C)[C@H](CN(C)S(=O)(=O)c2cn(C)cn2)Oc2ccc(NC(=O)Cc3cn(C)c4ccccc34)cc2C1=O was read as Tcruzi prolif 47, Pf Dd2 inh -26 and KDM4C inh -0.8.
`CCC(=O)N1[C@H](CO)[C@H](c2ccc(-c3ccc(F)cc3)cc2)[C@H]1CNC(C)=O` gave Tcruzi prolif 29, Pf Dd2 inh 7, C diff HTS -9 and KDM4C inh 1.2.
For CCCN(C)C[C@@H]1Oc2cc(-c3cncnc3)ccc2S(=O)(=O)N([C@@H](C)CO)C[C@@H]1C the results were Pf Dd2 inh -16, C diff HTS 2 and KDM4C inh -1.2.
For COc1ccc(-c2cnc3c(c2)C(=O)N([C@H](C)CO)C[C@H](C)[C@H](CN(C)C(=O)Nc2ccccc2)O3)cc1 the results were Tcruzi prolif 13, Pf Dd2 inh -5, C diff HTS 0 and KDM4C inh 0.5.
Cc1noc(C)c1NC(=O)N(C)C[C@H]1Oc2ccc(NS(=O)(=O)c3cccs3)cc2C(=O)N([C@H](C)CO)C[C@@H]1C was read as Tcruzi prolif -131, Pf Dd2 inh 8 and KDM4C inh -1.8.
C[C@@H]1CN([C@@H](C)CO)C(=O)c2cc(NC(=O)c3ccccc3)ccc2O[C@@H](C)CCCCO[C@H]1CN(C)Cc1ccncc1 was read as Tcruzi prolif 101*, Pf Dd2 inh -19, C diff HTS 2 and KDM4C inh 1.4.
For CC(C)NC(=O)Nc1ccc2c(c1)C(=O)N([C@@H](C)CO)C[C@@H](C)[C@@H](CN(C)C(=O)C1CCCCC1)OCCCC[C@@H](C)O2 the results were Tcruzi prolif 43, C diff HTS -3 and KDM4C inh 0.8.
N#C[C@@H]1[C@@H](c2ccc(C#Cc3ccccc3F)cc2)[C@@H](CO)N1C(=O)C1CCC1 was read as Tcruzi prolif 91, Pf Dd2 inh -32, C diff HTS 1 and KDM4C inh -2.3.
Screening CC(=O)N1CCCCN2[C@H](CO)[C@@H](c3ccc(-c4ccncc4)cc3)[C@H]2C1 returned Tcruzi prolif 16, Pf Dd2 inh 14, C diff HTS -2 and KDM4C inh -0.1.
Screening C[C@H](CO)N1C[C@H](C)[C@H](CN(C)C(=O)C2CCC2)Oc2ncc(-c3cccnc3)cc2C1=O returned Tcruzi prolif 13, Pf Dd2 inh 15, C diff HTS -2 and KDM4C inh 2.3.

Random excerpt: 3 compounds from above
For COc1ccc(-c2cnc3c(c2)C(=O)N([C@H](C)CO)C[C@H](C)[C@H](CN(C)C(=O)Nc2ccccc2)O3)cc1 the results were Tcruzi prolif 13, Pf Dd2 inh -5, C diff HTS 0 and KDM4C inh 0.5.
Screening CC(=O)N1CCCCN2[C@H](CO)[C@@H](c3ccc(-c4ccncc4)cc3)[C@H]2C1 returned Tcruzi prolif 16, Pf Dd2 inh 14, C diff HTS -2 and KDM4C inh -0.1.
Screening CCCNC(=O)Nc1ccc2c(c1)OC[C@H](C)N(C(=O)CC)C[C@H](C)[C@H](OC)CN(C)C2=O returned Tcruzi prolif -4, Pf Dd2 inh -5 and KDM4C inh -0.2.

Other results
For COCC#Cc1ccc2c(c1)O[C@@H](CN(C)S(=O)(=O)c1cccc(OC)c1)[C@@H](C)CN([C@H](C)CO)S2(=O)=O the results were Tcruzi prolif 9, Pf Dd2 inh -50 and KDM4C inh 0.0.
CO[C@@H]1CN(C)C(=O)c2ccc(NS(=O)(=O)CC(F)(F)F)cc2OC[C@@H](C)NC[C@@H]1C was read as Tcruzi prolif 77, Pf Dd2 inh 42 and KDM4C inh -0.1.
For CCC(=O)Nc1ccc2c(c1)C(=O)N(C)[C@H]1CC[C@@H](CC(=O)NCc3ccc(OC)cc3)O[C@@H]1CO2 the results were Tcruzi prolif -4, Pf Dd2 inh 4, C diff HTS 2 and KDM4C inh 0.2.
For N#C[C@@H]1[C@H](c2ccc(C#Cc3ccccc3F)cc2)[C@@H](CO)N1C(=O)C1CCCC1 the results were Pf Dd2 inh -59, C diff HTS 26 and KDM4C inh -0.8.
`CCCC#Cc1cnc2c(c1)C(=O)N([C@@H](C)CO)C[C@@H](C)[C@H](CN(C)C(=O)Nc1ccc(OC)cc1)O2` gave Tcruzi prolif 79, Pf Dd2 inh -18, C diff HTS -2 and KDM4C inh 1.3.
Screening Cc1ccc(S(=O)(=O)Nc2cccc3c2O[C@H](CN(C)S(=O)(=O)c2cccs2)[C@H](C)CN([C@H](C)CO)C3=O)cc1 returned Tcruzi prolif 5, Pf Dd2 inh -34, C diff HTS -4 and KDM4C inh -2.4.
`CO[C@H]1CC[C@@H]2CCN(C)C(=O)C[C@H](c3ccccc3)CN(C)C(=O)c3cccc(C#N)c3OC[C@H]1O2` gave Tcruzi prolif 5, C diff HTS -8 and KDM4C inh -1.5.
Screening C/C=C/c1ccc([C@@H]2[C@@H](CO)N(C(C)=O)[C@H]2CNC(=O)CC2CC2)cc1 returned Tcruzi prolif 27, Pf Dd2 inh 17, C diff HTS -6 and KDM4C inh -3.1.
COC(=O)C[C@@H]1C[C@H]2c3cc(NC(=O)Nc4ccccc4)ccc3O[C@H]2[C@@H](CO)O1 was read as Tcruzi prolif 5, Pf Dd2 inh 23, C diff HTS 8 and KDM4C inh 0.6.
O=S(=O)(N[C@H]1CC[C@H](CCn2cc(-c3cccnc3)nn2)O[C@@H]1CO)c1ccc(Cl)cc1 was read as Tcruzi prolif -48, Pf Dd2 inh 0, C diff HTS 1 and KDM4C inh 0.8.
For C[C@@H]1CN([C@@H](C)CO)C(=O)CCCn2nncc2CO[C@H]1CN(C)C(=O)C1CC1 the results were Tcruzi prolif 6, Pf Dd2 inh -8, C diff HTS 1 and KDM4C inh -0.3.
`O=C(C[C@@H]1CC[C@@H]2[C@H](COC[C@H](O)CN2S(=O)(=O)c2ccc(F)cc2)O1)NCC1CCCCC1` gave Tcruzi prolif inconclusive, C diff HTS 5&-3 and KDM4C inh -1.1.

Overlap with the part before: four entries, followed by the next part.
COC(=O)C[C@@H]1C[C@H]2c3cc(NC(=O)Nc4ccccc4)ccc3O[C@H]2[C@@H](CO)O1 was read as Tcruzi prolif 5, Pf Dd2 inh 23, C diff HTS 8 and KDM4C inh 0.6.
O=S(=O)(N[C@H]1CC[C@H](CCn2cc(-c3cccnc3)nn2)O[C@@H]1CO)c1ccc(Cl)cc1 was read as Tcruzi prolif -48, Pf Dd2 inh 0, C diff HTS 1 and KDM4C inh 0.8.
For C[C@@H]1CN([C@@H](C)CO)C(=O)CCCn2nncc2CO[C@H]1CN(C)C(=O)C1CC1 the results were Tcruzi prolif 6, Pf Dd2 inh -8, C diff HTS 1 and KDM4C inh -0.3.
`O=C(C[C@@H]1CC[C@@H]2[C@H](COC[C@H](O)CN2S(=O)(=O)c2ccc(F)cc2)O1)NCC1CCCCC1` gave Tcruzi prolif inconclusive, C diff HTS 5&-3 and KDM4C inh -1.1.
For O=C(N[C@H]1CC[C@H](CCn2cc(-c3ccccc3F)nn2)O[C@H]1CO)c1ccc2c(c1)OCO2 the results were Tcruzi prolif -15, Pf Dd2 inh -17 and KDM4C inh -0.1.
`CC(C)NC(=O)Nc1ccc2c(c1)C(=O)N([C@@H](C)CO)C[C@@H](C)[C@@H](CN(C)C(=O)c1ccncc1)OCCCC[C@H](C)O2` gave Tcruzi prolif -5, Pf Dd2 inh 1, C diff HTS -2 and KDM4C inh 1.1.
C[C@@H]1CN([C@@H](C)CO)C(=O)c2cc(NC(=O)Nc3ccccc3)ccc2O[C@H]1CN(C)C(=O)Nc1cccc2ccccc12 was read as Tcruzi prolif 1, Pf Dd2 inh 6, C diff HTS -2 and KDM4C inh -1.7.
For CCCC(=O)Nc1ccc2c(c1)C(=O)N(C)C[C@@H](OC)[C@H](C)CN(C(=O)c1ccncc1)[C@H](C)CO2 the results were Tcruzi prolif 24, Pf Dd2 inh 7, C diff HTS -3 and KDM4C inh 1.4.
For O=C(C[C@@H]1CC[C@H]2[C@@H](COC[C@@H](O)CN2C(=O)Cc2ccccc2)O1)NC1Cc2ccccc2C1 the results were Tcruzi prolif 40, Pf Dd2 inh -17, C diff HTS 8&-5 and KDM4C inh 0.8.
For CCC(=O)N1C[C@@H](C)[C@H](OC)CN(C)C(=O)c2cc(NS(=O)(=O)CC)ccc2OC[C@@H]1C the results were Tcruzi prolif -55, Pf Dd2 inh 24 and KDM4C inh 0.3.
Screening CN(C)CC(=O)N1[C@@H]2c3ccc(-c4cccnc4)c(=O)n3C[C@H]1[C@H](CO)[C@H]2C(=O)NC1CCCC1 returned Pf Dd2 inh 12, C diff HTS -3 and KDM4C inh 1.1.
`Cc1ccc(S(=O)(=O)N(C)C[C@@H]2Oc3ccc(NC(=O)Cc4ccccc4)cc3C(=O)N([C@@H](C)CO)C[C@H]2C)cc1` gave Tcruzi prolif 30, Pf Dd2 inh -35, C diff HTS 2 and KDM4C inh 1.6.
For C[C@H](CO)N1C[C@H](C)[C@@H](CN(C)C(=O)Nc2cc(F)ccc2F)Oc2cc(-c3cccc(C#N)c3)ccc2S1(=O)=O the results were Pf Dd2 inh -36 and KDM4C inh -2.4.
Screening COCC(=O)N1C[C@@H](C)[C@H](OC)CN(C)C(=O)c2cc(NC(=O)Nc3cccc(F)c3)ccc2OC[C@@H]1C returned Tcruzi prolif 12, Pf Dd2 inh -20 and KDM4C inh 1.8.
For Cc1ccc(-c2ccccc2[C@H]2[C@@H](C#N)N(C(=O)c3cccc(F)c3)[C@H]2CO)cc1 the results were Pf Dd2 inh -91*, C diff HTS -7 and KDM4C inh -0.5.
O=C(Nc1ccccc1)N1CCCCN2[C@H](C1)[C@H](c1ccc(-c3ccncc3)cc1)[C@@H]2CO was read as Tcruzi prolif 63, Pf Dd2 inh 25, C diff HTS 1 and KDM4C inh 0.9.
Screening CN1CCN(C(=O)C[C@H]2CC[C@H]3[C@H](COc4ccc(NC(=O)C5CCCC5)cc4C(=O)N3C)O2)CC1 returned Pf Dd2 inh 22, C diff HTS -1 and KDM4C inh 1.6.
For C[C@H](CO)N1C[C@H](C)[C@@H](CN(C)CC2CC2)Oc2ccc(NC(=O)NC3CCCCC3)cc2CC1=O the results were Tcruzi prolif -52, Pf Dd2 inh -17, C diff HTS 1 and KDM4C inh 6.0.
